aGal spleen mod: inhibitors or activators of human alpha-galactosidase in spleen homogenate | human spleen homogenate, 4MU-alpha-Gal fluorescence, 40 min | P06280 | Potency, µM (series often up to 80 µM), for inactives: top-dose activity change, negative = inhibition, usual class: inhibitors | 240,000 compounds, 0.008% hits;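 also: 0% = enzyme with vehicle and -100% = no enzyme basal signal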
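Fluorogenic readout (Ex 365/Em 440 nm) of 4-methylumbelliferone released from 1 mM 4-MU-alpha-galactoside by spleen homogenate, 40 min at 37C, pH 5.0. Data normalized to no-enzyme and enzyme controls; Hill-equation AC50 from compound titrations.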
GAA glycogen: alters human alpha-glucosidase cleavage of glycogen; Potency, µM (top dose mostly 76.4 µM), for the others: top-dose activity change, negative = inhibition, hits mostly inhibitors; P10253; 300,000 compounds, 0.38% hits; recombinant GAA, glycogen substrate, Amplex Red glucose oxidase fluorescence;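 also: 0% = full enzyme reaction and -100% = no-enzyme basal signal; the screen sought inhibitors and activators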
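Natural-substrate format: glycogen cleavage by 4 nM human enzyme, glucose read by Amplex Red coupling (Ex 573, Em 610 nm). Normalized to enzyme and no-enzyme controls.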
NPSR antag: antagonists of human neuropeptide S receptor cAMP signaling; Q6W5P4; CHO-NPSR cells, cAMP TR-FRET, antagonist mode; Potency, µM (series often up to 38.3 µM), for the others: at the highest dose activity change, negative = inhibition, hits mostly inhibitors; 220,000 compounds, 1% hits; AID 1461; also: % is scaled to controls: 0 for no effect and ±100 for the full control effect; nearly all actives have a fitted effect of over 50% in size; many of its hits are not listed in these tables
Target sequence (Q6W5P4 whole entry, looked up): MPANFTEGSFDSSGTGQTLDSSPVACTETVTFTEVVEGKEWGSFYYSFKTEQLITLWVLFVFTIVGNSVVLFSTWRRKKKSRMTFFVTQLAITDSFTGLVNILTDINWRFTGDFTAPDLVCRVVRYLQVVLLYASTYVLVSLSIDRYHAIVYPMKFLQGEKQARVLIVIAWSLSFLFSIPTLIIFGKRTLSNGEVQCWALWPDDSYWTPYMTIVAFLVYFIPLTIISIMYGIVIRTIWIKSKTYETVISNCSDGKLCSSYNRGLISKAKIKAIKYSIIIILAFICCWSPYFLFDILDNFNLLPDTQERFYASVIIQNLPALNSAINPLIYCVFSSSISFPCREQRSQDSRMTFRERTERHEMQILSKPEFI
Tau fluor counter: counter-screen for tau fibril formation inhibitors | tau K18 P301L (four-repeat tau fragment) Alexa594 fluorescence, heparin fibrillization | Potency, µM (top dose mostly 57.7 µM), for the others: top-dose activity change, negative = decrease | 280,000 compounds, 0.93% hits; also: % is scaled to controls: 0 for no effect and ±100 for the full control effect; nearly all actives have a fitted effect of over 55% in size
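Human K18 P301L tau (15 uM unlabeled plus 0.24 uM Alexa 594-labeled, final) in 100 mM sodium acetate pH 7 was mixed with compound and 20 uM heparin and incubated 6 hr at 37 C.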
ALDH1A1 inh: ALDH1A1 (human) enzyme inhibition. 220,000 compounds, 7.3% hits. Potency, µM (doses to about 75.3 µM), without a hit: at the top dose activity, negative = inhibition, hits mostly inhibitors. Purified ALDH1A1, NADH fluorescence, propionaldehyde substrate. P00352; active = well fitted inhibition curve with a large enough effect, not every such curve was filed as active; inconclusive = small, poorly fitted or top-dose-only effect, or another doubt; inactive = no such curve, though single readings can be large or run the other way;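 also: plate controls were no enzyme wells and a reference inhibitor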
Target sequence (P00352 whole entry, looked up): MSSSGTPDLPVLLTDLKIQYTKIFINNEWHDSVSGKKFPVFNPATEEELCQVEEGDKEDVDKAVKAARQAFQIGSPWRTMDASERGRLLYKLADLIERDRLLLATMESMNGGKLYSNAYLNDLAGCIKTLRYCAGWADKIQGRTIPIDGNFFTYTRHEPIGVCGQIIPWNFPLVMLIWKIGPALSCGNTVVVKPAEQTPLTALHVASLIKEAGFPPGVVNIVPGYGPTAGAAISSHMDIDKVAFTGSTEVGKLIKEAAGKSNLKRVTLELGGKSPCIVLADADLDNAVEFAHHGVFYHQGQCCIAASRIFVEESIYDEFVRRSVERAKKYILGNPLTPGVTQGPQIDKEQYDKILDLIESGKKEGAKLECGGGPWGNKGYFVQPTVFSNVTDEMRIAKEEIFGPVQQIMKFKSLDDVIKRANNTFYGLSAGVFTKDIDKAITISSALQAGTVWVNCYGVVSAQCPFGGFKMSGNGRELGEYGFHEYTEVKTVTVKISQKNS
GAA inhib: blocks human lysosomal alpha-glucosidase; Potency, µM (titrated, usually from 76.9 µM), without a hit: at the highest dose activity change, negative = inhibition, actives largely listed as inhibitors; AID 1466; 200,000 compounds, 0.005% hits; purified human GAA, 4-MU-alpha-glucoside fluorescence;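 also: plate controls were uninhibited enzyme wells for no effect and no-enzyme background for full effect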
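Human enzyme at 4 nM with 400 uM 4-methylumbelliferyl-alpha-D-pyranoside, citrate/phosphate buffer pH 5.0, 0.005% Tween-20, 20 min at room temperature. Compounds up to 77 uM. 4-MU fluorescence (Ex 365/Em 440) read after NaOH/glycine stop; AC50 from Hill fit.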
aGlu spleen mod: inhibits or activates alpha-glucosidase in human spleen homogenate | P10253 | human spleen homogenate, 4-MU-alpha-glucoside fluorescence | Potency, µM (highest dose often 79.9 µM), for inactives: at the highest dose activity change, negative = inhibition, most hits filed as inhibitors | 240,000 compounds, 0.006% hits | AID 2112;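 also: 0% = enzyme with vehicle and -100% = no enzyme basal signal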
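Human spleen homogenate (1 ug) with 4-methylumbelliferyl-alpha-D-glucopyranoside (1 mM final) in 50 mM citrate/phosphate pH 5.0, 0.01% Tween-20; 40 min at 37 C. Stopped at pH 10; 4-MU fluorescence Ex 365/Em 440 nm; AC50 by Hill fit.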
Epigenetic reg: epigenetic control regulation, reporter derepression | 280,000 compounds, 0.2% hits | Potency, µM (highest dose often 53.9 µM), for inactives: top-dose GFP activation, most hits filed as activators | murine LDR cells, GFP reporter derepression, 30 h; also: % of control where 0% means no effect; nearly all actives have a fitted effect of over 60% in size
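Murine LDR cells carrying a silenced, genomically integrated CMV-driven GFP reporter were exposed to compound for 30 hours at 37 C. After PBS washes, GFP-positive cells (20–120 um objects) were counted by laser-scanning microplate cytometry.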
Active calls of the source: *; ? = inconclusive; · = no result given; [ ] = remark or other dose. Unless noted, calls follow the shape of the dose curve; as a rule, active = well fitted curve in the direction sought with a large enough effect; inconclusive = small, poorly fitted or top-dose-only effect, or another doubt; inactive = no such curve, though single readings can be large; an effect the other way counts as inactive or inconclusive. Potency is read from the fitted curve at half-maximal effect.

compound	ALDH1A1 inh	NPSR antag	Tau fluor counter	aGal spleen mod	GAA inhib	Epigenetic reg	GAA glycogen	aGlu spleen mod
Cc1ccc(-c2cc(C(=O)N3CCN(c4ncccn4)CC3)c3cc(Br)ccc3n2)o1	?	-50%	-12%	2%	14%	3.4%	6%	-2%
CC1=C(C(=O)OC(C)(C)C)C(c2ccco2)C(C#N)=C(N)O1 (stereo unspecified)	-8%	12%[46.1 µM]	-1%	14%	-5%	-4.2%	-16%	5%
CC1CCc2nn(CC(=O)Nc3c(F)cc(F)cc3Br)cc2C1 (stereo unspecified)	14%	-7%[46.1 µM]	-7%	3%	-6%	-5.9%	-18%	4%
Cc1ccc(NC(=O)/C=N/OCC(=O)NCc2ccccc2Cl)cc1	·	3%	-16%	0%	·	3.8%	-2%	-5%
CC(NC(=O)C1CCC1)c1ccc(Cl)cc1 (stereo unspecified)	0%	-4%[46.1 µM]	3%	9%	?	-1.1%	3%	2%
CCN(CC)S(=O)(=O)c1cccc2c(N(C)C)cccc12	3%	4%[46.1 µM]	-10%	-1%	-2%	-1.4%	4%	1%
Cc1scc(C(=O)Nc2ccon2)c1-c1ccccc1	28µM*	-5%[46.1 µM]	-10%	2%	-6%	0.0%	3%	-2%
O=C(NC1CC1)C1CCN(S(=O)(=O)c2cc(Cl)ccc2Cl)CC1	?	-7%	8%[2.34 µM]	5%	?	4.5%	-8%	2%
O=C(Cc1csc(Nc2nc(=S)[nH]c3ccccc23)n1)N1CCN(c2cccc(Cl)c2)CC1	-4%	-36%	-9%	3%	5%	-1.4%	-3%	6%
Cc1ccc(S(=O)(=O)NCC(=O)NC2CCCC2)cc1	17%	-8%[46.1 µM]	-9%	-8%	1%[15.4 µM]	-2.3%	0%	6%
Fc1ccc(NCc2cccnc2)cc1	10%	1%[46.1 µM]	-12%	0%	-3%	-0.2%	17%	1%
O=C(Nc1nc2c(s1)CCCC2)c1ccc2ncsc2c1	-3%	?	0%	1%	0%	0.0%	-6%	-3%
CC(C)c1ccc(/C=N/NC(=O)C(=O)NCCCN2CCOCC2)cc1	14µM*	14%	-2%	-3%	6%	-1.1%	1%	-3%
Cc1cc(C)n2cc(CSCc3ccccc3)nc2n1	?	-17%[46.1 µM]	3%	4%	2%	0.0%	4%	2%
COC(=O)c1cnn(-c2cc(Oc3ccccc3)ncn2)c1N	?	2%[46.1 µM]	-5%	4%	4%	1.0%	-23%	6%
O=C(NCc1cccs1)c1ccc2ccccc2n1	-9%	4%	-10%	-18%	-1%	1.1%	-2%	4%
O=C(O)c1ccccc1C(=O)NCCc1ccc(Cl)cc1	8%	18%	-5%	-5%	-2%	-1.8%	-17%	3%
COc1cccc2c1CCC1=CC(=O)CC[C@@]12C	?	·	-3%	-4%	·	12%	·	-1%
CCC(=O)NCc1cc(-c2nn(C)c(=O)c3ccccc23)ccc1C	9%	-4%[46.1 µM]	-8%	12%	0%	2.1%	-12%	5%
CCCc1[nH]nc2c1C(c1cc(OC)ccc1F)C(C#N)=C(N)O2 (stereo unspecified)	?	-25%[46.1 µM]	-17%	-2%	?	-1.4%	-16%	-4%
O=C(Nc1nccs1)c1cnccn1	0%	-3%[46.1 µM]	1%	6%	-1%	-0.8%	4%	4%
O=S(=O)(c1cccc2ccccc12)N1CCSC1	7%	-1%[46.1 µM]	-14%	-2%	2%	0.0%	2%	2%
CCOc1ccc(NC(=O)CC2C(=O)NCCN2C(=O)c2ccc(Cl)cc2)cc1 (stereo unspecified)	-4%	-11%	-11%	7%	-8%	-1.0%	4%	7%
CC(=O)Nc1ccc(S(=O)(=O)NCc2ccc(C(=O)NC(C)c3ccccc3)cc2)cc1 (stereo unspecified)	?	-5%[46.1 µM]	-3%	3%	-6%	0.0%	6%	-1%
CCOCCCNS(=O)(=O)c1ccc(NC(=O)N2c3ccccc3Sc3ccccc32)cc1	-6%	-26%[46.1 µM]	-25%	4%	-5%	-2.7%	-11%	-16%
C=CCN1C(=O)/C(=C2/Sc3ccc(OC)cc3N2C)SC1=NCc1ccccc1	-2%	-48%	4%	2%	0%	-1.3%	6%	9%
O=C(c1ccco1)N1c2ccccc2Sc2ccccc21	?	-18%[46.1 µM]	12%	1%	4%	-0.8%	-22%	0%
COc1cccc(-n2nnc3c(=O)n(Cc4ccc(C)cc4)cnc32)c1	1%	-18%[46.1 µM]	-16%	13%	-1%	-1.0%	2%	3%
CCOc1ccc(NC(=O)Cn2nnc(-c3ccccc3NC(=O)CC)n2)cc1	-4%	-29%[46.1 µM]	-18%	-7%	-3%	0.0%	3%	-8%
Oc1ccccc1C=Nc1ccccc1-c1nc2ccccc2[nH]1	?	26%[46.1 µM]	?	?	?	0.0%	-12%	?
CCCNC(=O)CN(C1CCCCC1)S(C)(=O)=O	0%	3%[46.1 µM]	-5%	1%	-2%	1.6%	0%	3%
O=C(NCc1ccccc1)c1cc(-c2ccncc2)nc2ccc(S(=O)(=O)N3CCOCC3)cc12	0.79µM*	-3%	-17%	8%	-2%	0.1%	0%	-1%
Cc1cc(C)n(C(=O)COc2ccccc2C)n1	16%	7%[46.1 µM]	2%	4%	-7%	-2.0%	6%	1%
CCNC(=S)Nc1ccc(OCC)cc1	4%	13%	1%	0%	-2%	-1.3%	-4%	7%
C/C(CCc1oc2ccc(Cl)cc2c1-c1ccc(C)o1)=N\O	4.5µM*	-30%[46.1 µM]	?	-8%	3%	-1.6%	-8%	4%
O=S(=O)(NCCCN1CCOCC1)c1ccc2ccccc2c1	1%	34%	-9%	-6%	4%	-1.2%	0%	0%
COc1ccc2[nH]c3c(=O)n(/N=C/c4ccc(OC)c(CN5CCCC5)c4)c(C)nc3c2c1	?	-10%	-6%	3%	-10%[15.4 µM]	0.1%	-3%	14%
COc1cc2c(cc1NC(=O)CCCCCN1C(=O)CCC1=O)oc1ccccc12	-16%	-16%[46.1 µM]	-25%	3%	-12%	0.1%	6%	-3%
CC(CN1CCCCC1)C(=O)NNC(=O)C12CC3CC(CC(C3)C1)C2 (stereo unspecified)	-1%	5%	4%	3%	?	-1.5%	0%	1%
Cc1cccc(NC(=O)c2nc[nH]c2C(=O)N[C@@H](CCCCNC(=O)OC(C)(C)C)C(=O)OC(C)(C)C)c1	·	?	?	6%	·	2.5%	-18%	-1%
Cc1cc(NC(=O)C(=O)c2c(C)[nH]c3ccccc23)no1	6%	3%	0%	6%	-1%	0.0%	3%	2%
O=C1Nc2ccccc2/C1=C/c1cccnc1	4%	2%	-10%	-3%	1%	-1.1%	-6%	1%
CCCN(CC(=O)Nc1ccc(Cl)cc1Cl)C(=O)/C=C/c1cccc([N+](=O)[O-])c1	?	-36%	-26%	8%	-4%	-1.0%	-6%	-8%
CC(Nc1ccccc1)c1cccnc1 (stereo unspecified)	8%	18%	4%	-12%	12%	5.3%	-7%	0%
CCC(=O)N(Cc1cc2ccc(C)cc2n2nnnc12)C1CCCCC1	5µM*	2%[46.1 µM]	-2%	-4%	-3%	-1.2%	1%	-1%
NC1=NS(=O)(=O)NC1c1ccc(F)cc1 (stereo unspecified)	-8%	9%	4%	0%	0%	-1.4%	8%	-5%
COc1cccc(CNc2nc3nc(C)cc(C)n3n2)c1	?	-6%[46.1 µM]	4%	5%	0%	0.0%	2%	-3%
c1csc(-c2noc(CN3CCc4sccc4C3)n2)c1	20µM*	24%	-3%	-4%	?	5.3%	-3%	-3%

An excerpt from above with just GAA inhib, aGal spleen mod and Epigenetic reg:
compound	GAA inhib	aGal spleen mod	Epigenetic reg
CCC(=O)N(Cc1cc2ccc(C)cc2n2nnnc12)C1CCCCC1	-3%	-4%	-1.2%
NC1=NS(=O)(=O)NC1c1ccc(F)cc1 (stereo unspecified)	0%	0%	-1.4%

Next compounds follow.
compound	ALDH1A1 inh	NPSR antag	Tau fluor counter	aGal spleen mod	GAA inhib	Epigenetic reg	GAA glycogen	aGlu spleen mod
CCN(c1cccc(C)c1)S(=O)(=O)c1ccc2[nH]c(=O)c(=O)[nH]c2c1	?	23%[46.1 µM]	2%	4%	-3%	-6.3%	2%	-7%
CC(=O)/C(=N\Nc1ccccc1)Sc1cccc2cccnc12	-4%	17%	-27%	-2%	-16%	-0.9%	-4%	-6%
Cc1ccc(S(=O)(=O)N2CCOCC2)cc1NC(=O)COC(=O)c1ccccc1OCc1c(C)noc1C	7%	15%	3%	-2%	-1%	-1.3%	9%	-2%
O=C(NCc1cccs1)c1cc(-c2ccccc2)nc2ccccc12	0%	-6%	-29%	2%	-31%	-1.0%	-7%	-7%
O=C(N/N=C/C(Br)=C/c1ccccc1)c1ccncc1	·	1%[7.67 µM]	-19%	-9%	·	?	5%	2%
Cc1cc(NC(=O)CSc2nnc(C3CC3)n2-c2ccccc2)no1	-6%	8%	1%	11%	9%	0.0%	-3%	-4%
COc1ccc(C(C)=O)cc1COc1cc(C)c(Cl)c(C)c1	1%	8%	-13%	-8%	0%	-1.6%	-6%	7%
Cn1c(=O)c2c(nc(CN3CCN(C(=O)c4ccco4)CC3)n2Cc2cccc(Cl)c2)n(C)c1=O	14µM*	-19%[46.1 µM]	-2%	4%	-7%	-3.9%	4%	-1%
CCn1c(SCC(=O)N2CCCC2)nnc1-c1ccc(S(=O)(=O)N2CCCCCC2)cc1	?	-7%[46.1 µM]	-1%	10%	-1%	0.7%	-10%	1%
O=C(Nc1ncnc2sc3c(c12)CCCCC3)c1ccco1	11%	?	10%	-4%	1%	6.3%	1%	-2%
COc1ccc(C(=O)Nc2ccc(Cl)cc2C(=O)NCc2ccco2)cc1	?	?	-26%	2%	3%	1.7%	7%	-7%
CC(C)OC(=O)CSc1nnc(-c2ccco2)n1N	-6%	-11%[46.1 µM]	2%	0%	-2%	2.3%	-4%	1%
COc1ccc(C2=NN(C(=S)Nc3ccccc3)C(c3ccccc3)C2)cc1 (stereo unspecified)	13µM*	-17%	-19%	3%	-3%	0.0%	-1%	-10%
O=C(Cc1ccc([N+](=O)[O-])cc1)Nc1ccc2c(c1)C(=O)NC2=O	?	-2%	-9%	0%	-4%	2.1%	7%	2%

Compound activity from PubChem.

This is a subset (hit frequency here may not be typical).
